Myeloid diff 2 = compounds promoting myeloid differentiation | calls only at 10 µM | AID 624256 | 360,000 tested, 1% active | ER-HoxA9 myeloid progenitors, lysozyme-GFP differentiation, flow cytometry;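 active = normalized GFP-positive differentiation at or above the plate's own cutoff, the solvent-only control mean plus 3 SD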;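 also: cells exposed to compound for four days before flow analysis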
LYP inhibition = inhibitors of LYP phosphatase, biochemical, fluorescence intensity, uHTS (AID 1779); 290,000 tested, 0.054% active; recombinant LYP phosphatase, fluorescence intensity; higher % means a stronger effect; inhibition, % at 11.5 µM, or IC50 in µM where a hit was titrated;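 also: plate controls were vehicle with enzyme for no effect and no enzyme for full effect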
KOR beta-arrestin-1 = kappa opioid receptor activators – cell-based, luminescence, uHTS, primary screen (AID 1777); KOR beta-arrestin recruitment, luminescence; higher % means a stronger effect; activation, % at 10 µM; hits with a dose series show EC50 in µM; 280,000 tested, 0.02% active; in the data active = activation above about 50%, passing the limit was not always enough; also: a part of the inactive calls stands beside numbers as strong as those of hits
HIV peptide binding = cell-free HIV fusion peptide-binding blockers – biochemical, uHTS, fluorescence dequenching, primary screen (AID 1986) | inhibition, % at 20 µM; hits with a dose series show IC50 in µM | cell-free peptide binding, fluorescence dequenching, 30 min; higher % means a stronger effect | 290,000 tested, 0.3% active; in the data active = inhibition mostly above about 52%, no sharp cut-off; inactive = mostly below about 76%; also: some results filed as inactive read as strong as hits
Salmonella PhoP GFP = inhibitors of PhoP regulon expression, primary screen, Salmonella Typhimurium, GFP reporter (AID 1863). inhibition, % at 50 µM, or IC50 in µM where a hit was titrated. S. Typhimurium PhoP-regulated promoter GFP reporter, 4 h; higher % means a stronger effect. 300,000 tested, 0.16% active;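 active = inhibition over 29.93%, a cutoff 3 SD above the screen mean, later confirmed by dose response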;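 also: 0% = low Mg2+ inducing control and 100% = high Mg2+ repressing control; strong numbers were not always called active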
NOD1 NF-kB reporter = inhibition of NOD1-driven NF-kB reporter – cell-based, luminescence, uHTS, primary screen (AID 1578) | NOD1-driven NF-kB luciferase reporter cells, luminescence; higher % means a stronger effect | inhibition, % at 4 µM; hits with a dose series show EC50 in µM | 290,000 tested, 1% active; in the data active = inhibition mostly above about 36%, no sharp cut-off; inactive = mostly below about 34%;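 also: HEK-293T reporter cells stimulated with the NOD1 agonist gamma-tri-DAP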
SIAH1 antagonists = Siah-1 peptide-binding antagonists, primary screen, biochemical, fluorescence polarization, rhodamine-plectin, uHTS (AID 1817); Siah-1 / rhodamine-plectin peptide fluorescence polarization; higher % means a stronger effect; displacement, % at 20 µM; hits with a dose series show IC50 in µM; 290,000 tested, 0.02% active;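 active = displacement of at least 50% at 20 µM, with a fluorescence ratio check between 0.3 and a set limit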;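 also: plate controls were Siah plus tracer with DMSO for no effect and tracer alone without Siah for full effect; strong numbers were not always called active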
NOD2 inhibition = inhibition of NOD2-driven NF-kB reporter – cell-based, luminescence, uHTS, HEK293 (AID 1566); inhibition, % at 4 µM, or EC50 in µM where a hit was titrated; 290,000 tested, 0.63% active; HEK293 NOD2/NF-kB luciferase reporter, luminescence; higher % means a stronger effect; also: many of its hits are not listed in these tables
KOR beta-arrestin-2 = kappa opioid receptor blockers – cell-based, luminescence, uHTS (AID 1778) | KOR beta-arrestin recruitment, luminescence, antagonist mode; higher % means a stronger effect | inhibition, % at 10 µM; hits with a dose series show IC50 in µM | 290,000 tested, 0.091% active; also: strong numbers were not always called active
Myeloid diff 2 GFP+ MAC1+ % = also measured in Myeloid diff 2; calls as there; GFP+ MAC1+ double positive, %; measured here: differentiation confirmed by MAC1 staining
An asterisk follows results filed as active; i = inactive; / = no result given; + = active, no number; [ ] = another dose, or the depositor's remark. Rule as the data show it, unless noted: active = inhibition above about 50%; inactive = the rest.

#	Structure	Myeloid diff 2	Myeloid diff 2 GFP+ MAC1+ %	LYP inhibition	KOR beta-arrestin-1	HIV peptide binding	Salmonella PhoP GFP	NOD1 NF-kB reporter	SIAH1 antagonists	NOD2 inhibition	KOR beta-arrestin-2
1	CCOC(=O)N1CCC(N2C(=O)c3ccccc3C2Nc2ccc(S(=O)(=O)N(CC)CC)cc2)CC1 (stereo not drawn)	i	0.2	-7%	6.5%	-1.1%	6%	-5%	4%	-1%	2%
2	COc1ccc(-c2csc(N(Cc3ccco3)C(=O)c3cccs3)n2)cc1	i	0.5	10%	0.9%	9.3%	-7%	-1%	2%	10%	18%
3	Cc1ccccc1OCC(=O)O/N=C(\N)Cc1cccs1	i	1.7	0%	0.4%	-0.1%	6%	-35%	3%	-19%	10%
4	CC(=O)Nc1cccc(NC(=S)Nc2ccc(F)cc2F)c1	i	0.7	-6%	-2.5%	-0.1%	-6%	-18%	-10%	-21%	7%
5	N#Cc1c(Cl)nc(-c2cccnc2)nc1-c1ccccc1	/	/	-1%	-1.6%	7.2%	-3%	-6%	4%	12%	14%
6	Cc1nn(Cc2noc(C(=O)NCCCn3ccnc3)n2)c(C)c1Br	/	/	-12%	-3.2%	-1.5%	3%	-26%	12%	14%	-35%
7	COC(=O)C(=O)C/C(=N/Nc1ncnc2ccccc12)c1ccc(Cl)cc1	+	2.4*	-6%	-0.5%	4.6%	-2%	-29%	12%	12%	-5%
8	CC(C)Sc1nnc([C@H](Cc2ccccc2)NC(=O)OC(C)(C)C)o1	i	0.4	-5%	7.6%	-1.5%	0%	-10%	1%	-6%	11%
9	Cc1ccc(S(=O)(=O)N2CCCN(S(=O)(=O)c3ccc(C)c(C)c3)CC2)cc1C	i	8.8	4%	-3.8%	3.2%	-3%	-16%	0%	18%	26%
10	Cc1cc(C)cc(OCC(=O)NNC(=S)NC(=O)C2CC2)c1	i	5.9	-11%	-0.3%	0.8%	-6%	-15%	-11%	17%	12%
11	COc1ccc(OCC(=O)N2CCN(C(=O)c3cccc4ccccc34)CC2)cc1	i	0.9	-7%	-1.9%	-2.1%	-1%	-18%	2%	3%	-2%
12	CC(C)(C)NC(=O)C(c1cccs1)N(Cc1ccco1)C(=O)c1csnn1 (stereo not drawn)	i	0.8	-6%	1.1%	-0.8%	-2%	-13%	-1%	-2%	-18%
13	O=C(NCc1ccccc1Cl)C1CCN(S(=O)(=O)N2CCCCCC2)CC1	i	0.9	0%	5.8%	8.7%	4%	-11%	-2%	-4%	-29%
14	COCCCNC(=O)C1=CCN(S(=O)(=O)c2ccc(C)cc2)CC1	i	0.0	-13%	-5.7%	-1.1%	-3%	-53%	2%	-2%	-38%
15	CN(CCOc1ccccc1)C(=O)C1CCC(=O)N(CCc2ccc(Cl)cc2)C1 (stereo not drawn)	i	1.2	-4%	-0.8%	0.6%	6%	-55%	-1%	-18%	16%
16	CC(C)Sc1oc(-c2ccco2)nc1S(=O)(=O)c1ccccc1	i	5.8	-2%	-3.3%	14%	-11%	-17%	12%	18%	37%
17	CC(C)c1ccc(NC2CCCN(C(=O)CCCn3cncn3)C2)cc1 (stereo not drawn)	i	0.4	-11%	1.1%	0.0%	4%	-27%	13%	10%	3%
18	COc1cc(C(=O)NCCCNc2nc3c(C)cc(C)cc3cc2C#N)cc(OC)c1OC	i	0.1	-1%	/	-0.8%	-3%	-39%	2%	20%	5%[20 µM]
19	Cc1ccc(/C=C2/Sc3ccccc3N(CC(=O)NCCCOC(C)C)C2=O)cc1	i	0.9	-4%	2.8%	-2.9%	12%	-17%	3%	1%	1%
20	Cc1cc(C)n(CC(=O)c2ccc(Cl)cc2)n1	i	0.1	-2%	0.5%	-1.1%	5%	-31%	1%	-3%	-6%
21	COc1ccccc1N(C(=O)c1csnn1)C(C(=O)NC1CCCC1)c1ccccc1 (stereo not drawn)	i	0.3	-2%	4.3%	1.6%	-11%	-23%	3%	-14%	-28%
22	O=C(NC1CCCCC1)C12CC3CC(CC(Cl)(C3)C1)C2	i	0.2	-5%	-4.1%	-1.8%	-4%	-14%	6%	5%	23%
23	CCCc1sc(N/N=C/c2ccccn2)nc1-c1ccc(F)cc1	i	0.1	3%	5.8%	1.2%	-5%	-19%	-2%	-27%	11%
24	Cc1ccc(CN2CCc3[nH]c(=S)[nH]c(=O)c3C2)cc1	i	2.4	-12%	-0.9%	-0.4%	-3%	-6%	4%	4%	12%
25	CCN1CCN(C(=O)/C=C/c2ccc3c(c2)OCO3)CC1	i	0.0	5%	4.2%	-0.1%	-8%	-40%	3%	-10%	0%
26	Cc1ccc(Cl)cc1NC(=O)Nn1cnnc1	i	0.3	-6%	-1.8%	0.1%	5%	-6%	0%	3%	29%
27	O=S(=O)(Nc1ccccc1Cl)c1ccc(F)cc1	i	8.0	-6%	2.2%	-2.0%	0%	2%	-3%	5%	11%
28	CC1(C)N=C(c2ccccn2)C(C)(C)N1O	i	4.6	-2%	3.1%	0.7%	6%	-7%	0%	-2%	-22%
29	CCOC(=O)c1cc2ccc(OC(=O)c3ccco3)cc2oc1=O	i	5.5	-23%	3.5%	2.5%	9%	/	2%	-2%	-56%
30	O=[N+]([O-])c1ccc(SCc2ccncc2)nc1	i	0.3	-5%	-4.4%	-2.9%	/	-17%	2%	3%	10%
31	COc1ccc2cc(/C(C)=N/NC(=O)c3cc(-c4cccnc4)nc4ccccc34)ccc2c1	i	0.3	-9%	5.2%	-0.5%	-7%	51%	-4%	10%	-19%
32	O=S(=O)(c1ccc(-c2nnco2)cc1)N1CCCCC1	i	2.5	-6%	0.8%	0.8%	-1%	-1%	9%	4%	25%
33	O=C(Nc1cc([N+](=O)[O-])ccc1Cl)c1ccc2c(c1)OCO2	i	0.5	2%	-1.7%	-2.1%	-6%	-48%	2%	-34%	-84%[20 µM]
34	CS(=O)(=O)c1nc(S(=O)(=O)c2ccc(Cl)cc2)c(N2CCC3(CC2)OCCO3)s1	i	0.8	0%	1.1%	0.5%	-6%	16%	-2%	9%	-15%
35	COc1ccc(Cl)cc1NC(=O)C[n+]1cccc(C)c1	i	0.9	-8%	2.5%	-0.6%	2%	-8%	0%	-21%	-28%
36	COc1ccc(C(=O)NC(C(=O)NCc2ccccn2)C(C)C)cc1 (stereo not drawn)	i	0.4	-9%	-2.2%	5.6%	-3%	5%	1%	13%	32%
37	O=C(NNC(=O)C1CC1)c1cc(Cl)nc2ccccc12	i	1.8	-6%	0.1%	1.7%	9%	-36%	5%	-9%	-6%
38	Nc1nc(SCC(=O)Nc2ccccc2)[nH]c(=O)c1NC(=O)c1cccs1	i	3.6	-4%	0.7%	-0.3%	-2%	-30%	11%	-2%	-14%
39	CC(C)(C)c1ccc(OCCCNC2CCCC2)cc1	i	1.2	0%	-5.9%	-0.2%	-1%	-36%	4%	-14%	-37%
40	CN(C)CC/C=C1\c2cc(F)ccc2CSc2ccccc21	i	0.6	7%	7.6%	1.6%	-8%	0%	-4%	-8%	-22%
41	CCn1cc(C(=O)NCC(=O)NC(C)(C)CO)c(=O)c2cc3c(cc21)OCO3	i	1.0	-5%	-3.2%	0.0%	10%	-8%	-3%	-12%	8%
42	Cc1ccccc1Cn1ccc(NC(=O)c2cnn3cccnc23)n1	i	18	1%	-0.6%	-0.2%	-4%	-30%	-4%	-12%	21%
43	CCN(CC)S(=O)(=O)c1ccc(/C=C/C(=O)Nc2ccc(N3CCOCC3)cc2)cc1	i	0.8	9%	0.1%	0.2%	-11%	-9%	3%	-10%	17%
44	CCCC(=O)N(Cc1cc(=O)[nH]c2ccccc12)c1ccc(C)cc1C	i	1.0	-4%	0.4%	-0.3%	-1%	-9%	2%	-18%	-19%
45	CCc1ccc2c(c1)C(c1ccc([N+](=O)[O-])cc1)=NNC(c1ccc(C)cc1)=N2	i	0.7	5%	1.7%	-1.3%	8%	-42%	1%	6%	7%
46	O=C(c1cncc(Br)c1)N1CCN(c2ccc([N+](=O)[O-])cc2)CC1	i	1.4	8%	-1.0%	-0.3%	7%	-15%	2%	3%	-6%
47	Cc1nc(-c2ccncc2)nc(NCCNc2ncccc2C(F)(F)F)c1Cl	i	0.2	-7%	1.5%	-0.1%	2%	7%	5%	25%	13%
48	CCN(CC)S(=O)(=O)c1ccc(C(=O)OCC(=O)N2CCN(C(=O)c3ccco3)CC2)cc1	i	0.6	4%	6.6%	1.0%	-4%	-13%	4%	3%	17%
49	O=C(NCC1CCCO1)c1coc2nc3ccccc3nc12 (stereo not drawn)	i	2.7	-9%	4.1%	35%	15%	-14%	-1%	-11%	-33%
50	COc1ccc(Cl)cc1NC(=S)NCc1ccccn1	i	0.5	-3%	2.1%	1.3%	3%	-31%	-4%	3%	13%
51	COc1ccc(NC(=O)CCC(=O)OC(C(=O)c2ccccc2)c2ccccc2)cc1 (stereo not drawn)	i	1.2	-8%	-0.4%	-1.5%	5%	-15%	1%	6%	-19%
52	COc1cc(C(=O)NNC(=S)NC(=O)c2ccc(Cl)cc2)cc(OC)c1OC	i	0.7	-1%	0.9%	0.6%	1%	47%	-13%	12%	-43%
53	CCC(C)NC(=O)/C(=C/c1ccco1)c1ccccc1 (stereo not drawn)	i	1.0	-11%	-3.2%	15%	3%	19%	-4%	18%	19%
54	CCc1c(O)nc(SCC(=O)Nc2ccccc2C)[nH]c1=O	i	8.3	8%	0.4%	3.2%	-6%	-24%	0%	-20%	37%
55	COc1ccc(CCNC(=O)Cn2cnc3ccccc3c2=O)cc1OC	i	0.7	-6%	-2.3%	-1.8%	0%	-14%	0%	8%	-10%
56	COCCCn1c(=NC(=O)c2ccc3c(c2)OCO3)c(C#N)cc2c(=O)n3cccc(C)c3nc21	/	/	1%	-2.6%	2.1%	/	-21%	2%	14%	1%
57	O=C(CN1C(=O)c2ccccc2C1=O)Nc1ccccc1F	i	0.4	-3%	-2.5%	-3.0%	-5%	-26%	1%	-1%	19%
58	C=CCOc1cccc(C(=O)N2CCCC(CNS(=O)(=O)c3cccs3)C2)c1 (stereo not drawn)	i	1.3	-6%	0.6%	0.3%	-1%	-31%	3%	10%	7%
59	CC(=O)c1ccc(-c2nnc(CCC(=O)N3CCCC(C(=O)CC(C)C)C3)o2)s1 (stereo not drawn)	i	0.9	-5%	-1.4%	-0.6%	14%	-25%	-1%	-25%	-35%
60	CCn1c(SCC(=O)N/N=C/c2c[nH]c3ccccc23)nnc1-c1ccc(Cl)cc1	i	0.6	7%	2.5%	-1.7%	7%	12%	-5%	5%	10%

2 records drawn at random from the list so far:
#	Structure	Myeloid diff 2	Myeloid diff 2 GFP+ MAC1+ %	LYP inhibition	KOR beta-arrestin-1	HIV peptide binding	Salmonella PhoP GFP	NOD1 NF-kB reporter	SIAH1 antagonists	NOD2 inhibition	KOR beta-arrestin-2
57	O=C(CN1C(=O)c2ccccc2C1=O)Nc1ccccc1F	i	0.4	-3%	-2.5%	-3.0%	-5%	-26%	1%	-1%	19%
58	C=CCOc1cccc(C(=O)N2CCCC(CNS(=O)(=O)c3cccs3)C2)c1 (stereo not drawn)	i	1.3	-6%	0.6%	0.3%	-1%	-31%	3%	10%	7%

Assay outcomes as filed in PubChem.

Only part of the results is shown; rates above refer to the full screens.
